Source: PubChem
TRHR enhancer = allosterically enhances the human TRH receptor. TRHR cells, fluo-8 calcium fluorescence, EC20 TRH enhancement. enhancement, % at 2 µM. hit rate 0.66% among 360,000. AID 493056. P34981; in the data active = enhancement above about 30%; also: 0% is about no effect
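TRHR-expressing cells loaded with fluo-8 calcium dye were read kinetically (ex 480/em 530) during compound addition, then stimulated with an EC20 of TRH (10 nM final). Enhancement of the Gq-mediated intracellular calcium response was scored.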
D1 antag = human D1 dopamine receptor antagonism; P21728; HEK293 TREx D1 cells, calcium flux, dopamine EC80; stronger effect = lower value; activity change, negative = inhibition, % at 10 µM; hit rate 3.2% among 360,000; AID 504652; in the data active = activity change below about -30%; also: % is scaled to controls: 0 for no effect and ±100 for the full control effect
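Tetracycline-induced HEK293 Trex D1 cells, force-coupled to calcium, dye-loaded; compounds added and read 180 s, then EC80 dopamine added and calcium flux tracked kinetically another 180 s.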
TRHR ag = activates the human TRH receptor | TRHR cells, calcium flux fluo-8, FDSS agonist mode | activation, % at 2 µM | hit rate 0.18% among 360,000 | AID 493084; also: 0% is about no effect
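TRHR-expressing cells, plated overnight in medium with 10% serum, were loaded with fluo-8 calcium dye at room temperature. After a 10 s baseline, library compound was pin-added and calcium release was recorded kinetically (ex 480/em 530) as agonist response.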
D1 ag = human D1 receptor agonism; P21728; HEK293 T-REx D1 cells, calcium flux, agonist mode; activation, % at 2 µM; hit rate 1% among 360,000; AID 504660; also: 0% is about no effect
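Tetracycline-induced HEK293 TREx D1 cells, force-coupled to calcium signalling, were dye-loaded with a no-wash calcium kit. Compound was pin-added after a 10 s baseline. Fluorescence was read kinetically at 1 cycle/s for 180 s, with calcium rises flagged as agonism.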
D2 potentiator = positively modulates the human D2 dopamine receptor allosterically; HEK293 T-REx D2, calcium flux, EC20 dopamine potentiation; potentiation, % at 10 µM; hit rate 0.34% among 340,000; AID 485347;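 active = potentiation over 3 SD above the plate norm, cut at about 30% in these data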; also: 0% is about no effect
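Tetracycline-induced HEK293 T-REx cells force-coupled to calcium signalling expressed D2; compounds were pin-added after a 10 s baseline, read kinetically 180 s, then an EC20 dopamine challenge followed with a further 180 s calcium read.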
D2 antagonist = D2 dopamine receptor (human) antagonism. inhibition, % at 10 µM. HEK293 TREx D2 cells, calcium flux, dopamine EC80. hit rate 2% among 340,000; in the data active = inhibition above about 30%; also: 0% is about no effect
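Calcium mobilization kinetics were recorded at 1 s intervals in tetracycline-induced HEK293 T-REx D2 cells, first for 180 s after compound addition and then 180 s after EC80 dopamine.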
RXFP1 antagonist = blocks the human relaxin receptor RXFP1; HEK293-RXFP1, relaxin-stimulated cAMP HTRF, 30 min; stronger effect = lower value; hit rate 0.59% among 350,000; AID 1259400; activity change, negative = inhibition, % at 57.5 µM;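 active = activity change of -60% or lower, but not beyond a set lower limit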; also: % is scaled to controls: 0 for no effect and ±100 for the full control effect
Target sequence (Q9HBX9 whole entry, looked up): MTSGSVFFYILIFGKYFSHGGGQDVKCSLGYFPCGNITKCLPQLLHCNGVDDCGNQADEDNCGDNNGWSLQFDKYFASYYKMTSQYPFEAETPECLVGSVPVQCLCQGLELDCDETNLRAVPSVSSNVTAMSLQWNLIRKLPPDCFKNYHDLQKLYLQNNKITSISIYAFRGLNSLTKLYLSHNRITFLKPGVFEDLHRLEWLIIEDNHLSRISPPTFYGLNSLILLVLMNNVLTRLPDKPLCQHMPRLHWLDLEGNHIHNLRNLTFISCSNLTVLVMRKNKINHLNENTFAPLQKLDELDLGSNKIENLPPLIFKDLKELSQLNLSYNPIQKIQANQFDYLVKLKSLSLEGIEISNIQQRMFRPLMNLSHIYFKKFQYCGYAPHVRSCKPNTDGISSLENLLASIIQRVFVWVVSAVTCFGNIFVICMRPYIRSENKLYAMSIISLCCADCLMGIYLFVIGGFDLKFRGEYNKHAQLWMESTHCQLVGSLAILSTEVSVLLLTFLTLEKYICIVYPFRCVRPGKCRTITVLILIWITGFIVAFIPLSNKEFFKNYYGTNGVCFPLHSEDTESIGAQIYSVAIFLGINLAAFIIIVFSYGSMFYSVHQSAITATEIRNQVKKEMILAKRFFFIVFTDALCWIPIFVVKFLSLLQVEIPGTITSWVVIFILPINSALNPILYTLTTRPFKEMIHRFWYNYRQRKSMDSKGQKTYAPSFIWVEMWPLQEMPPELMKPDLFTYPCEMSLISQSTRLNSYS
D2 ag = D2 dopamine receptor (human) agonism; hit rate 0.53% among 340,000; AID 485358; activation, % at 2 µM; HEK293 T-REx D2 cells, calcium flux agonist mode;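 active = activation over 3 SD above normal in the single-dose calcium agonist read, cut at about 30% in these data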; also: 0% is about no effect
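In this primary screen, compounds producing a positive calcium signal within 180 s of addition to tetracycline-induced, force-coupled HEK293 Trex D2 cells are flagged; cells are dye-loaded with a no-wash calcium kit beforehand.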
D1 PAM = potentiators of human D1 dopamine receptor | P21728 | HEK293 TREx D1 cells, calcium flux, dopamine EC20 potentiation | potentiation, % at 10 µM | hit rate 0.036% among 360,000; in the data active = potentiation above about 30%; also: 0% is about no effect
Starred values were filed as active, the others as inactive; . = no result given. Rule as the data show it, unless noted: active = activation above about 30%; inactive = the rest.

Second line of a record – TRHR enhancer, D1 antag, TRHR ag, D1 ag, D2 potentiator, D2 antagonist, RXFP1 antagonist, D2 ag, D1 PAM
1) CC(C)(C)NC(=O)CN(C(=O)CNC(=O)c1cccs1)c1ccccc1F
→ 12, 8, -0.5, 6, 9, -6, -2, 1.2, .
2) CCn1c(/C=C/N(C)c2ccccc2)[n+](CC)c2ccc(Cl)cc21
→ -4, 9, 0.2, 2, -1, -17, -5, -0.4, 0
3) Cc1nnc(-c2ccccc2)c[n+]1[O-]
→ 8, 6, 1.3, 2, 10, 2, 1, -0.1, -5
4) CC(C)OCCCNC(=O)CN1C(=O)COc2ccc(S(=O)(=O)N3CCOCC3)cc21
→ -9, 8, 0.0, 0, 2, ., ., -0.2, -3
5) COc1ccc(OC)c(NC(=O)N(C)CCc2c(C)nn(C)c2C)c1
→ 2, 4, -0.2, -2, 1, ., ., 0.5, -1
6) Cc1ccc(CN2CCS(=O)(=O)CC2)o1
→ 3, -6, 0.3, 3, ., ., -24, ., 1
7) Cc1ccc(S(=O)(=O)N2CCC(C(=O)NCCCN3CCCCCC3)CC2)cc1
→ 12, -15, -1.1, 3, -3, -3, -13, -0.5, -1
8) CC(=O)Nc1ccc(NC(=O)CNC(=O)COc2ccccc2)cc1
→ -1, 5, 0.9, 3, 13, 6, 1, 1.2, 5
9) O=C(Cn1cc(SCc2ccccc2)c2ccccc21)N1CCCCC1
→ -7, -7, -0.1, 1, -1, ., -31, 0.4, 0
10) COc1ccc(N(CC(=O)N2CCCCCC2)S(=O)(=O)c2ccc(OC)c(OC)c2)cc1
→ 1, -2, -0.8, 1, 10, 4, -6, -0.1, -9
11) Cc1nc(NC(=O)CCl)sc1C(=O)N(C)C
→ -2, -5, 0.3, 0, 7, 11, 10, 0.7, 3
12) N#CCCN1CCn2c1nc1ccccc12
→ 1, 8, 1.3, 3, 3, -12, 5, -1.2, 2
13) Cc1ccc(-c2cc(C(=O)N/N=C/c3c(C)nn(-c4ccccc4)c3C)[nH]n2)cc1
→ 4, 1, -0.8, 5, 2, 8, ., -0.4, 1
14) Cc1ccc(Oc2nc(-c3cccnc3)nc3ccccc23)c([N+](=O)[O-])n1
→ -1, 22, 1.1, 0, -1, 10, 1, 3.0, -5
15) COc1ccc(C(C(=O)NC(C)(C)C)N(C(=O)CCC(=O)Nc2cc(C)on2)c2ccc(C)c(C)c2)cc1 (stereo not drawn)
→ -2, 14, -0.5, 1, ., -14, -6, 7.5, -7
16) CCCC(C)C(=O)Nc1cccc(NC(C)=O)c1 (stereo not drawn)
→ 6, -13, 0.7, 1, -4, 12, -19, -0.4, 0
17) COc1ccc(C(=O)NC(=S)N2CCCc3ccccc32)cc1OC
→ -6, ., 0.1, -1, -3, -6, -9, 0.0, 1
18) CCOc1ccc(C2c3[nH]c4ccccc4c3CCN2Cc2cn(CC)nc2C)cc1 (stereo not drawn)
→ 18, -2, 0.2, 0, -4, -7, -5, 0.7, 0
19) COc1ccccc1NS(=O)(=O)c1cc(C(=O)N2CCN(C/C=C/c3ccccc3)CC2)ccc1C
→ 0, -2, 0.9, 2, 7, 2, -11, -0.5, -11
20) CCOC(=O)C1CCN(Cc2ccc(N(C)C)cc2)CC1
→ -1, 6, 0.0, 2, -19, 28, -6, 42*, 0

Other results follow:
Second line of a record – TRHR enhancer, D1 antag, TRHR ag, D1 ag, D2 potentiator, D2 antagonist, RXFP1 antagonist, D2 ag, D1 PAM
21) COc1cccc(-n2nnnc2SCC(=O)NC2CCCCC2)c1
→ 3, -6, -0.5, 0, 21, 7, 8, -0.5, 3
22) O=C(Nc1ccc2c(c1)OCO2)C1CC(c2cccc(Br)c2)=NO1 (stereo not drawn)
→ -1, -38*, 1.1, 2, ., ., -9, ., -11
23) Cc1nc(=O)c(-c2ccccc2)c(C)n1Cc1ccccc1
→ -3, -12, 0.3, 1, 11, 3, 4, -0.7, -4
24) CS(=O)(=O)c1ncc(Cl)c(C(=O)Nc2ccc(N3CCOCC3)cc2)n1
→ 1, -35*, -0.5, -3, 22, ., -14, ., -7
25) CCOC(=O)c1c(C)n(CC(O)CN(C)C)c2cc(Br)c(OC)cc12 (stereo not drawn)
→ -13, 10, 0.2, 3, -1, -3, -4, 1.1, -4
26) COc1cccc(-c2nc(=S)c3c(o2)CCCC3)c1
→ -3, ., -0.2, 1, 7, -2, 3, 2.0, -1
27) O=C(OCC(=O)N1CCc2ccccc21)C1CCCN1S(=O)(=O)c1ccc(Cl)cc1 (stereo not drawn)
→ 0, -14, -0.2, 1, -2, -11, 3, -0.4, 0
28) O=C(CCS(=O)(=O)c1ccc(Br)cc1)Nc1ccc2c(c1)OCO2
→ -5, -3, -1.3, 1, -9, 11, 10, -0.7, -5
29) Cc1cc(C)n2nc(C(=O)OCC(=O)Nc3ccc4c(c3)OCO4)nc2n1
→ 15, 9, -1.2, 1, 6, -2, 8, -0.8, 3
30) O=C(c1ccco1)N1CCc2[nH]nc(-c3ccccc3)c2C1
→ 9, 26, -0.1, 0, 9, -4, -1, 5.6, -4
31) CC(C)(C)c1nnc(NC(=O)NS(=O)(=O)c2ccccc2)s1
→ -1, -8, 0.3, 6, 1, -11, -26, 0.1, 2
32) COc1ccc(C2COC(=O)C2=N)c(NC(=O)c2ccccc2)c1 (stereo not drawn)
→ -7, -2, -1.4, 0, -2, -13, -2, -1.1, -4
33) Cc1noc(C)c1COC(=O)CN(C)S(=O)(=O)c1ccc(Cl)cc1
→ 10, -6, -0.1, 2, -4, 13, -8, 1.1, -1
34) COc1cccc(COC(=O)C2CCN(C(=O)c3ccc(F)cc3)CC2)c1OC
→ -6, -45*, -0.1, 19, -4, 20, 9, 0.5, -11
35) CCN(C(=O)CSc1nnc(-c2cc3occc3n2C)n1-c1ccccc1C)c1ccccc1
→ 6, 1, -0.6, 3, 7, ., 14, -1.0, 0
36) C=CCN(C(=O)Nc1ccc(F)cc1)C1CC(=O)N(c2ccc(OC)cc2)C1=O (stereo not drawn)
→ -4, -4, 0.3, 1, -12, 12, -15, 0.5, -8
37) Cc1c(-c2nc(-c3ccc(C(F)(F)F)cc3)no2)n(C)oc1=O
→ 0, 1, -0.2, 4, ., ., -14, ., -6
38) COc1ccc(Cc2nc3ccccc3n2CC(=O)N/N=C/c2ccc(O)cc2)cc1OC
→ 0, -10, -0.1, 0, 10, -9, 4, -0.1, 2
39) CCCCCCS(=O)[C@H]1CS(=O)(=O)C[C@@H]1S(=O)CCCCCC (stereo partly drawn)
→ -3, 9, -0.2, 2, -1, -44, -10, -0.5, -4
40) Fc1ccc(-c2csc(=Nc3cccc(C(F)(F)F)c3)n2Cc2ccc3c(c2)OCO3)cc1
→ -2, 22, 3.1, 1, -1, ., ., 0.3, -4

The results go on:
Second line of a record – TRHR enhancer, D1 antag, TRHR ag, D1 ag, D2 potentiator, D2 antagonist, RXFP1 antagonist, D2 ag, D1 PAM
41) O=C(O)CCNS(=O)(=O)c1ccccc1C(F)(F)F
→ 6, 11, 0.7, 4, -1, 29, 11, 7.1, -3
42) Cc1cccc(NC(=O)Nc2ccc([N+](=O)[O-])cc2)n1
→ 19, 10, -0.9, 2, -1, 7, -6, 4.3, -4
43) Cc1cccc(-c2nc(CN3CCCC(C(=O)NC4CCCC4)C3)c(C)o2)c1 (stereo not drawn)
→ 4, -12, -0.3, 6, -9, 26, -9, -0.1, -7
44) O=S(=O)(NC1c2cccc3cccc(c23)C1N1CCNCC1)c1ccccc1 (stereo not drawn)
→ -1, -1, 0.9, 4, ., ., -8, ., 2
45) CCCCSCCCNC(=O)c1cc(-c2cccnc2)nc2ccc(S(=O)(=O)N3CCC(C)CC3)cc12
→ 17, -1, -0.9, 1, 3, ., -1, 0.9, 3
46) Cc1ccc(C(=O)Nc2ccccc2C(=O)NCc2ccccc2)cc1
→ 8, 9, 0.6, 5, 3, -8, ., 0.1, -6
47) COC(=O)C(Cc1c[nH]c2ccccc12)NC(=O)C(=O)c1c[nH]c2ccccc12 (stereo not drawn)
→ 3, -3, 0.3, 2, 1, -4, 12, 1.1, -3
48) CCC1c2ccc(C)n2CCN1C(=O)Nc1cc(Cl)ccc1OC (stereo not drawn)
→ -4, 1, 1.0, 1, -27, 11, -1, 1.6, -4
49) Fc1cccc(CNc2ncnc3ccc(-c4cccnc4)cc23)c1
→ 6, -4, -0.4, 3, ., ., ., ., -3
50) COc1ccc(OC)c(C2c3[nH]c4ccccc4c3C[C@H]3C(=O)N(CCCOC(C)C)CC(=O)N23)c1 (stereo partly drawn)
→ 3, 7, -0.5, 0, -8, 8, 7, 0.2, -2
51) Nc1c(C(=O)Nc2ccc(F)cc2)sc(=S)n1-c1ccccc1F
→ -4, -9, -0.5, 0, ., 12, 4, -0.2, 2
52) Cn1ncc(-c2ccno2)c1C(=O)O
→ 2, -6, 0.3, 37*, 4, 3, -25, -0.4, 0
53) CCCSc1nc(=O)n2cccc(C)c2n1
→ 0, -16, 0.0, 0, 8, 8, 11, -1.2, -1
54) CC[C@H](C)[C@@H](CN[C@H](C)CNC)NCCC(c1ccccc1)c1ccccc1
→ 7, -3, 1.0, 2, -6, 1, ., 0.6, 3
55) Cc1oncc1C(=O)Nc1cccc(C#N)c1
→ -3, -9, -0.2, 2, -4, 1, -11, 0.0, 1
56) COc1ccc(-c2noc(CCC(=O)Nc3cc(Cl)c(OC)cc3OC)n2)cc1
→ 5, -2, 0.2, 1, -7, 2, 4, 0.7, 5

A different layout for 6 compounds above.
#50 COc1ccc(OC)c(C2c3[nH]c4ccccc4c3C[C@H]3C(=O)N(CCCOC(C)C)CC(=O)N23)c1 (stereo partly drawn)
#49 Fc1cccc(CNc2ncnc3ccc(-c4cccnc4)cc23)c1
#55 Cc1oncc1C(=O)Nc1cccc(C#N)c1
#47 COC(=O)C(Cc1c[nH]c2ccccc12)NC(=O)C(=O)c1c[nH]c2ccccc12 (stereo not drawn)
#51 Nc1c(C(=O)Nc2ccc(F)cc2)sc(=S)n1-c1ccccc1F
#52 Cn1ncc(-c2ccno2)c1C(=O)O
Screen / compound no.,50,49,55,47,51,52
TRHR enhancer,3,6,-3,3,-4,2
D1 antag,7,-4,-9,-3,-9,-6
TRHR ag,-0.5,-0.4,-0.2,0.3,-0.5,0.3
D1 ag,0,3,2,2,0,37*
D2 potentiator,-8,.,-4,1,.,4
D2 antagonist,8,.,1,-4,12,3
RXFP1 antagonist,7,.,-11,12,4,-25
D2 ag,0.2,.,0.0,1.1,-0.2,-0.4
D1 PAM,-2,-3,1,-3,2,0
